Source: PubChem
MKP-3 inhibition – MKP-3 phosphatase inhibitors, primary screen, biochemical, rat enzyme, in vitro (AID 425); recombinant MKP-3 phosphatase activity, fluorescence; higher % means a stronger effect; inhibition, % at 20 µM, or IC50 in µM where a hit was titrated; hit rate 0.17% among 110,000; in the data active = inhibition above about 50%;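 note: plate controls were vehicle for no effect and reference inhibitor for full effect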
Hsp70 inhibitors – small molecules displacing fluorescent ligand from Hsp70 – biochemical, fluorescence polarization, primary screen (AID 583) | Hsp70 fluorescence polarization probe displacement, mP; higher % means a stronger effect | displacement, % at 20 µM, or IC50 in µM where a hit was titrated | hit rate 0.06% among 140,000; in the data active = displacement above about 50%;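 note: plate controls were vehicle for no effect and reference ligand for full effect; a part of the inactive calls stands beside numbers as strong as those of hits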
* = called active by the depositor; / = no result given; & = joins results of further samples.

SMILES	MKP-3 inhibition	Hsp70 inhibitors
O=C(CN1CCCc2ccccc21)NCc1ccc2c(c1)OCO2	0%	0.8%
Cc1ccc(CNc2nc3ccccc3s2)s1	-9%	2.3%
O=C(c1ccc(F)cc1)N(c1ccc(Cl)cc1)C1C=CS(=O)(=O)C1 (stereo not given)	1%	1.2%
CCOC(=O)C1=C(C)OC(N)=C(C#N)C1c1c(C)c(C)cc(C)c1C (stereo not given)	1%	-3.4%
CCCn1c(SCC(=O)N2CCCC2)nc2c1c(=O)n(C)c(=O)n2C	-6%	-8.0%
CCOC(=O)Cn1nc(-c2ccc(C)cc2)ccc1=O	-13%	-2.3%
O=C(c1ccc(S(=O)(=O)N2CCOCC2)cc1)N1CCN(c2ccccc2)CC1	0%&3%	2.2%&-0.7%
O=C(Nc1ccc2nn(-c3ccccc3)nc2c1)c1ccc(I)cc1	3%	0.8%
C=CCn1c(=O)c(C(=O)Nc2ccccc2O)c(O)c2ccccc21	-7%	0.3%
Nc1ccccc1C(=O)N/N=C\c1ccc(Br)o1	0%	-1.8%
CCC(C(=O)Nc1nnc(-c2ccco2)s1)c1ccccc1 (stereo not given)	2%	5.0%
COc1ccc2c(c1)CC/C2=N\OC(=O)c1ccccc1OC	0%	0.9%
COc1ccc(/C(C)=N/OCC(=O)N2CCN(C(c3ccccc3)c3ccccc3)CC2)cc1OC	4%	1.0%
Cc1cc(C)nc(SCc2n[nH]c(=S)n2C)n1	/	4.1%
O=C(CSc1nc2ccccc2o1)N1CCN(c2ccc(Cl)cc2)CC1	-4%	-4.4%
O=C(NCCNS(=O)(=O)c1ccccc1)N1CCOCC1	/	-3.1%
CCCN1C=CC(=C2C(=O)c3ccccc3C2=O)C=C1	-1%	6.2%
COC(=O)c1ccc(CN(c2ccc(C)cc2)S(=O)(=O)c2ccc3c(c2)OCCO3)o1	-10%	-0.9%
COc1cccc(OC)c1C(=O)NCc1ccc(S(N)(=O)=O)cc1	3%	-4.2%
O=C(/C=C/c1ccccc1)N1CCN(CCN2C(=O)C3C4C=CC(C4)C3C2=O)CC1 (stereo not given)	2%	0.1%
CCCCn1c(=NC(=O)c2ccco2)c(C(=O)OCC)cc2c(=O)n3ccccc3nc21	11%	-4.4%
CN(O)/C=c1/ccc2c(n1)C(=O)C=CC=2	-1%	8.2%
Cc1cccc(-n2ncc3c(NCCN4CCOCC4)ncnc32)c1	-8%	5.0%
Cc1nc(Nc2nc3ccccc3o2)[nH]c(=O)c1C	4%	0.7%
COC(=O)/C(C#N)=C1/C=Cc2ccccc2N1C	/	12%
CC(C)N(CCC#N)S(=O)(=O)c1ccc(-c2ccc([N+](=O)[O-])cc2)cc1	0%	3.3%
Cc1cc(=O)oc2c(I)c(OCc3ccccc3)ccc12	4%	-0.6%
CC(CC(=O)NCc1cccnc1)c1ccccc1 (stereo not given)	/	-2.4%
O=C(Nc1ccc(Cl)c(Cl)c1)C1C2CCC3C(CCC21)C3(Cl)Cl (stereo not given)	2%	-2.3%
CC(=O)c1c(NCCc2ccccc2)nc(=O)n(-c2ccccc2)c1C	0%	2.8%
Cc1nn(-c2ccc(I)cc2)c(C)c1-c1cccc([N+](=O)[O-])c1	-1%	3.8%
COc1ccc(S(=O)(=O)N(CC(=O)Nc2cc(C)on2)Cc2ccccc2)cc1	-8%	-3.3%
CCOc1cc(/C=C2/C(=O)NC(=O)N(C)C2=O)cc(Cl)c1O	3%	8.2%
Cc1c(CN(C)C(=O)c2sc3cc(Cl)ccc3c2Cl)cnn1C	/	4.4%
CCN(C)c1ccc(/C=N\n2nnnc2N)cc1	-7%	-6.2%
CCOC(=O)c1[nH]c(=O)[nH]c1CSCCO	-9%&0%	3.2%
CN1C(=O)/C(=C2/C=CC=CN2C)OC1=S	-9%	2.4%
O=C(Nc1ccc(F)cc1F)c1cc2ccccc2oc1=O	-4%	0.1%
CCN(CC)c1ccc(/C=N/NC(=O)CN(c2ccc(OC)cc2)S(=O)(=O)c2ccccc2)cc1	0%	4.1%
O=C(Nc1ccccc1N1CCCC1)c1ccc(Br)o1	-11%	-1.5%

Reprinted from the part before: 5 entries, followed by the next part.
SMILES	MKP-3 inhibition	Hsp70 inhibitors
CCOC(=O)c1[nH]c(=O)[nH]c1CSCCO	-9%&0%	3.2%
CN1C(=O)/C(=C2/C=CC=CN2C)OC1=S	-9%	2.4%
O=C(Nc1ccc(F)cc1F)c1cc2ccccc2oc1=O	-4%	0.1%
CCN(CC)c1ccc(/C=N/NC(=O)CN(c2ccc(OC)cc2)S(=O)(=O)c2ccccc2)cc1	0%	4.1%
O=C(Nc1ccccc1N1CCCC1)c1ccc(Br)o1	-11%	-1.5%
CCc1nc2oc3cc(OC)ccc3c(=O)c2c(=O)n1Cc1ccccc1	/	5.1%
C/C(=N\N=C1\NC(=O)C(CC(=O)Nc2ccccc2Br)S1)c1ccc(Cl)cc1 (stereo not given)	0%	-2.4%
CC1CCCCC1N1CCN(Cc2ccncc2)CC1 (stereo not given)	3%	-0.1%
CC(=O)Nc1ccc(S(=O)(=O)N2CCN(Cc3ccncc3)CC2)cc1	-2%	2.3%
N#C/C(=N\Nc1ccccc1F)C(=N)N1CCCCC1	/	-1.6%
O=c1cc[nH]c2c(C(F)(F)F)cccc12	-15%	-1.1%
O=c1c2c3nc4ccccc4nc3n(CC3CCCO3)c2ncn1CCc1ccccc1 (stereo not given)	4%	3.1%
O=S(=O)(/N=C(\c1ccccc1)N1CCOCC1)c1cccs1	-2%	-1.3%
N#Cc1nc(-c2ccccc2Cl)oc1NCC1CCCO1 (stereo not given)	-5%	1.3%
COC(=O)COc1ccc(/C=C2\C(=O)NC(=S)N(c3ccc(OC)cc3)C2=O)cc1OC	5%	-3.6%
C=CCOC(=O)C1=C(C)N(CC)C(=O)NC1c1cc(Br)c(O)c(OC)c1 (stereo not given)	3%	0.3%
O=C(O)COc1ccc(/C=C2\C(=O)NN(c3ccccc3)C2=O)cc1	4%	0.9%
CC(C)Nc1nc(NC(C)C)nc(N(C#N)CCOc2ccc(Cl)cc2Cl)n1	/	-4.5%
CC(C)C(=O)c1cn(CC(=O)NCC2CCCO2)c2ccccc12 (stereo not given)	4%	-3.1%
CC1CC(N(C(=O)c2cccc(Br)c2)c2ccccc2)c2ccccc2N1 (stereo not given)	4%	-4.4%
Cc1cccc(N2C(=S)N=C(Nc3c(C)cccc3C)C23CCOC(C)(C)C3)c1 (stereo not given)	/	0.4%
CC(=O)N1c2ccccc2NC2=C(C(=O)CC(C)(C)C2)C1c1cccc([N+](=O)[O-])c1 (stereo not given)	0%	0.1%
COc1cccc(C2=NOC(C(=O)N3CCN(Cc4ccccc4)CC3)C2)c1OC (stereo not given)	-4%	-3.6%
CCOC(=O)c1c(NC(=O)c2cccnc2)sc(C(=O)N(CC)CC)c1C	4%	-4.1%
O=C(Nc1ccc2c(c1)OCO2)N1CCN(C(=O)C2CCCO2)CC1 (stereo not given)	-7%	3.0%
O=C1NC(=S)S/C1=C/c1ccc(Cl)cc1	1%	3.9%
COc1ccccc1-c1nnc2sc(-c3cnccn3)nn12	-5%	9.0%
Cn1ccc(C(=O)N/N=C/c2cccc(OCc3ccccc3)c2)n1	2%	0.4%
Cc1ccc(S(=O)(=O)N2CCN(C(C)C(=O)N3CCCc4ccccc43)CC2)cc1 (stereo not given)	/	1.5%
COc1ccc(Cl)cc1N(CC(=O)N1CCOCC1)S(=O)(=O)c1ccc(C)c([N+](=O)[O-])c1	3%	-1.8%
CS(=O)(=O)N(CC(=O)N1CCCC1)c1cc(Cl)c(Cl)cc1Cl	/	-6.3%
N#CC1=C(C2CC2)CC(c2ccccc2)C(C#N)=C1N (stereo not given)	6%	-2.9%
COc1ccc(CNc2nc3nc(C)cc(C)n3n2)cc1	/	0.7%
CCc1ccc(-c2nc(CN3CCC(C(=O)N4CCN(c5ccccc5)CC4)CC3)c(C)o2)cc1	4%	1.5%
COc1ccc(-c2noc(COc3ccc(C)cc3Br)n2)cc1OC	-1%	1.1%
CS(=O)CCC(NS(=O)(=O)c1ccccc1)C(=O)O (stereo not given)	0%	2.9%
Cc1onc(-c2ccccc2Cl)c1C(=O)Nc1ccc(O)c(C(=O)O)c1	3%	2.8%
COc1ccc(C2OCC3(COC(C)=O)C(C)C=C(C)C2C3C)cc1 (stereo not given)	1%	-4.5%
COc1ccc(N(CC(=O)N/N=C/c2cc(Br)c(C)o2)S(=O)(=O)c2ccccc2[N+](=O)[O-])c(OC)c1	4%	4.8%
CCOC(=O)CN(C(=O)CSc1nnc2c(n1)[nH]c1ccccc12)c1ccccc1	-8%	-0.8%
Cc1cc(Br)cc2c(N=Nc3cccc4cccnc34)c(O)n(C)c12	-1%	3.2%
CCOC(=O)CSc1nc(C)cc(=O)[nH]1	-13%	-6.2%
Cc1cc(Cl)ccc1OCCCC(=O)Nc1ccc(C(N)=O)cc1	1%	1.9%
CCOC(=O)C1CCN(C(=O)COc2ccc(Br)cc2)CC1	-8%	0.1%
O=C(Cc1ccccc1)Nc1ccccc1NC(=O)Cc1ccccc1	-2%	5.2%

Filtered by structure: those above with a cyano group.
SMILES	MKP-3 inhibition	Hsp70 inhibitors
CCOC(=O)C1=C(C)OC(N)=C(C#N)C1c1c(C)c(C)cc(C)c1C (stereo not given)	1%	-3.4%
COC(=O)/C(C#N)=C1/C=Cc2ccccc2N1C	/	12%
CC(C)N(CCC#N)S(=O)(=O)c1ccc(-c2ccc([N+](=O)[O-])cc2)cc1	0%	3.3%
N#C/C(=N\Nc1ccccc1F)C(=N)N1CCCCC1	/	-1.6%
N#Cc1nc(-c2ccccc2Cl)oc1NCC1CCCO1 (stereo not given)	-5%	1.3%
CC(C)Nc1nc(NC(C)C)nc(N(C#N)CCOc2ccc(Cl)cc2Cl)n1	/	-4.5%
N#CC1=C(C2CC2)CC(c2ccccc2)C(C#N)=C1N (stereo not given)	6%	-2.9%

The listing continues.
SMILES	MKP-3 inhibition	Hsp70 inhibitors
Cc1ccc(-c2noc(CCCC(=O)N3CCOCC3)n2)cc1	10%	2.7%
Cc1ccc(N2CCN(C(=O)c3ccccc3)CC2)c(C)c1	-4%	2.5%
O=c1c(-c2ccc3c(c2)OCCO3)coc2cc(O)cc(O)c12	-8%	-0.6%
COc1ccc(CNc2ccc(C)cc2)cc1Br	/	0.1%
CCOC(=O)C1CCCN(CC(=O)Nc2c(C(=O)OC)[nH]c3ccc(C)cc23)C1 (stereo not given)	4%	2.4%
CCc1cc2c(=O)c(-c3nc4ccccc4[nH]3)coc2c(CN2CCCC(C)C2)c1O (stereo not given)	-6%	1.0%
Cc1c(C(=O)Nc2ccc(NC(=O)c3ccc(Br)cc3)cc2)cccc1[N+](=O)[O-]	2%	-6.1%
O=c1cc(-c2ccccc2)nc2nc[nH]n12	/	6.2%
Cc1ccc(C(=O)NC2Sc3ccccc3N=C2c2ccccc2)cc1 (stereo not given)	0%	0.7%
O=C(Cn1cnc2c(nnn2Cc2ccc(Cl)cc2)c1=O)N1CCN(c2ccccc2)CC1	-6%	-1.0%
CCC(C)Oc1ccccc1C1CC(=O)NC2=C1C(=O)CCC2 (stereo not given)	3%	-1.0%
CCN1CCCC1CNC(=O)Cn1cccc1C(=O)c1ccccc1 (stereo not given)	8%	5.0%
CC(=O)NC12CC3CC(CC(CCC(=O)O)(C3)C1)C2	-1%	2.2%
COc1ccc(C(=O)c2c(C(F)(F)F)oc3c2C(=O)c2ccccc2C3=O)cc1	/	0.4%
O=C(CCCCCN1C(=O)c2ccccc2C1=O)NCc1ccco1	2%	1.1%
Cc1cc(Cl)cc2c1NC(=O)[C@]21[C@@H]2C(=O)N(Cc3ccccc3)C(=O)[C@@H]2[C@@H]2CCCN21	7%	-6.3%
COc1ccc(N(CC(=O)N2CC=C(c3ccccc3)CC2)S(=O)(=O)c2c(C)noc2C)cc1	-11%	-1.0%
CCS(=O)(=O)N1CCN(CC2CC3C=CC2C3)CC1 (stereo not given)	5%	/
COc1ccc(N(CC(=O)O)S(C)(=O)=O)cc1Cl	2%	1.1%
O=c1[nH]c(=O)n(CCOc2ccc(Cl)cc2)cc1Br	-8%	0.4%
COc1cc(-c2noc(CCCC(=O)NCc3ccccc3)n2)cc(OC)c1OC	/	3.6%
Fc1ccc(NC(=S)Nc2cccc3ccccc23)cc1	6%	1.1%
CCOC(=O)CS(=O)(=O)c1nc(-c2ccccc2)cc(C(F)(F)F)n1	-10%	3.8%
CC(C)(C)c1ccc(OCC(=O)N2CCN(c3ccccn3)CC2)cc1	3%	-1.8%
COc1cc2c(cc1NC(=O)/C=C/c1ccccc1)oc1ccccc12	5%	2.0%
COc1ccc(N2CC(C(=O)NCCCN3CCOCC3)CC2=O)cc1 (stereo not given)	4%	-1.4%
CCOC(=O)c1[nH]c2cc(OC)c(OC)cc2c1NC(=O)CN1CCN(c2ccc(OC)cc2)C(C)C1 (stereo not given)	/	6.1%
CCc1ccccc1NS(=O)(=O)c1ccc2[nH]cc(C(=O)NCC3CCCO3)c(=O)c2c1 (stereo not given)	-3%	-1.9%
COc1ccc(N2C(=O)NC(=O)/C(=C/c3cccn3-c3ccc([N+](=O)[O-])cc3)C2=O)cc1	6%	-0.5%
CCC(=O)NC(OCc1ccccc1)(C(F)(F)F)C(F)(F)F	-1%	-3.5%
O=C(Nc1cccc(-c2nnc(-c3ccco3)o2)c1)C(c1ccccc1)c1ccccc1	/	0.0%
COc1cc2ccccc2cc1C(=O)Nc1ccc(Br)cn1	1%	-1.8%
O=C(NC1=NCCS1)c1ccc(OCC2CCCO2)cc1 (stereo not given)	-1%	0.9%

Not all compounds are listed; rates above refer to the full screens.
